Growth percent in the NCI-60 one-dose screen (48 h, 10 µM unless noted): 100 = growth as untreated, 0 = no growth, -100 = all killed.
CAKI-1: CAKI-1 renal cancer | 75,000 tested, 4.7% active | AID 1794772
786-0: 786-0 renal cancer cells. 81,000 tested, 5.1% active. AID 1794775
UO-31: UO-31 renal cancer; 81,000 tested, 5.2% active; AID 1794768
TK-10: TK-10 renal cancer cells. 81,000 tested, 3.9% active
SN12C: SN12C renal cancer cells. 81,000 tested, 3.8% active. AID 1794767
A498: A498 renal cancer cells | 76,000 tested, 5.4% active
RXF 393: RXF 393 renal cancer cells; 77,000 tested, 6.9% active; AID 1794773
ACHN: ACHN renal cancer. 81,000 tested, 4.9% active. AID 1794771
An asterisk follows results filed as active; . = no result given; & = joins results of further samples. The calls were made as follows: active = growth percent below 10; inactive = the rest. Outcome played no part in choosing rows; overall some 10% were active at least once.

Structure	CAKI-1	786-0	UO-31	TK-10	SN12C	A498	RXF 393	ACHN
CCN1C(=O)N(CC)C2C1NN=c1s/c(=C\c3cccs3)c(=O)n12 (configuration not stated)	35	28	50	5.3*	30	-12*	11	42
Cc1cc(O)c(C(C)C)cc1N=Cc1ccc(N(C)C)cc1	100	105	75	104	102	86	117	100
NC(=O)CSc1nc2ccccc2c(=O)n1CCc1ccccc1	88	93	91	116	96	67	.	107
Cc1cccc(Nc2sc(C(=O)c3cc4cc(Cl)ccc4o3)c(N)c2C#N)c1	79	99	148	153	98	.	110	101
COc1ccc(CCn2cncc2-c2c[nH]c3ccccc23)cc1	69	.	51	141	81	69	88	87
Cc1ccc(C2=NN(c3ccc(S(N)(=O)=O)cc3)C(=O)CC2)c(C)c1	100	109	82	117	102	.	106	97
COc1ccc(/C=N/NC(=O)Cn2c(-c3ccc(S(C)(=O)=O)cc3)nc3cc(Cl)ccc32)cc1	42	39	43	37	27	21	15	30
Cc1c(N=Nc2ccc(N(C)C)cc2)cc[n+]([O-])c1C	90	92	84	84	102	73	100	108
C=CCN1C(=O)/C(=C\C(=O)c2cc3ccccc3oc2=O)c2ccccc21	81	116	48	112	99	148	92	23
CN=C(N)N/N=C(\c1ccccc1)c1ccc(Br)cc1	0.9*	13	0.1*	22	16	-19*	-0.6*	21
CCc1ccccc1NC(=O)/C(C#N)=C/c1ccc(Cl)cc1	100	102	71	113	97	105	107	99
Cc1c2cccnc2c(C)c2c1c1cc(CO)ccc1n2C	7.1*	23	18	27	15	-81*	30	14
COC(=O)c1ccc(NC(=O)c2c(C)[nH]c3ccc([N+](=O)[O-])cc3c2=O)cc1O	90	98	77	127	93	.	114	91
CCCCCCCCCCC(C(O)c1ccccc1)N1CCCCC1 (configuration not stated)	-21*	29	-1.2*	77	43	75	-22*	42
O=C1c2ccccc2C(=O)N1CCCCNc1ccccc1	101	64	62	117	50	70	104	104
Cc1cc(C)c(S(=O)(=O)N(CCc2cccc(Br)c2)Cc2ccc(-c3cccc(S(C)(=O)=O)c3)cc2)c(C)c1	64	81	69	88	85	112	110	76
OC1(c2ccccc2)CN(Cc2ccccc2)CCO1 (configuration not stated)	101	102	84	117	106	87	111	101
O=C(Nc1ccccc1)Oc1cc(Cl)c(Cl)cc1Cl	97	98	79	95	88	.	114	109
COc1ccc(NCc2cccn2Cc2ccc(Cl)cc2)cc1	80	85	78	104	95	77	.	86
Cc1ccccc1OCCCn1ccc(=O)[nH]c1=O	96	91	97	90	98	87	96	108
CC(=O)Oc1cccc(O)c1	99	100	89	112	111	117	124	99
COc1cc(CNC(=O)/C=C/c2ccc3c(c2)OCO3)ccc1OCc1cn(-c2ccc(Br)cc2)nn1	49	85	42	120	86	138	72	80
O=C(Nc1ccc2oc(=O)ccc2c1)Nc1c(Br)cc(F)cc1Br	105	104	93	112	101	.	106	104
c1cc(C2CCOCC2)ccn1	107	107	104	107	99	104	94	99
C=C(C)[C@@H]1CC[C@]2(C=O)CC[C@]3(C)[C@H](CC[C@@H]4[C@@]5(C)C/C(=C/c6ccc(C(F)(F)F)cc6)C(=O)C(C)(C)[C@@H]5CC[C@]43C)[C@@H]12	53	96	91	111	92	93	93	94
COC(=O)Cc1[nH]c(Cl)nc1C(N)=O	106	104	60	107	101	108	121	96
COc1ccc(/C=C/C(=O)c2cc(OC)c(OC)c(OC)c2)cc1OCC(=O)Nc1nc2ccc(OC(F)(F)F)cc2s1	9.6*	59	3.8*	-6.5*	19	68	-30*	-1.2*
CCN(CC)CC(Cc1ccccc1)OC(=O)c1ccc(N)cc1 (configuration not stated)	.	87	79	77	99	82	102	.
COc1ccc(Nc2nnc(-c3ccc(OC)c(OC)c3)o2)cc1	89	92	55	114	98	95	102	83
COc1cc([N+](=O)[O-])ccc1NC(=O)Oc1ccc(NC(C)=O)cc1	104	98	93	118	103	104	114	101
N#CCc1cnc2ccccc2n1	96	94	66	122	91	92	100	93
CCNC(CCCC1CCCCC1)C(=O)O (configuration not stated)	93	99	96	95	98	102	104	104
COc1ccc(-c2nc(N)ncc2Oc2ccccc2OC)c(O)c1	.	37	46	56	49	34	.	44
CCOC(=O)c1cc(-c2ccccc2)nc2ccc(Cl)cc12	.	88	80	76	102	61	100	.
O=C(Nc1ncc(Cc2ccccc2)s1)C1CCCCC1	90	101	79	98	97	103	109	107
Cc1nc(Br)c(Br)n1Cc1ccccc1	73	104	88	95	92	.	83	95
CCCC(=O)Oc1ccc(/C(=C(\C)c2ccc(OC)cc2)c2ccc(OCCN3CCCCC3)cc2)cc1	.	67	65	.	85	81	66	92
C/C(=N\N1C(=O)c2ccccc2NC1c1ccc(C)cc1)c1c(O)cc(C)oc1=O (configuration not stated)	.	96	76	100	90	87	85	103
COC(=O)CCCN1C(=O)/C(=C/N2N=C(c3ccc(OC)cc3)CC2c2ccc(OC)cc2)SC1=S (configuration not stated)	67	83	91	91	89	74	42	78
CN(C)C(=S)N/N=C\C=N/NC(=S)N(C)C	74	85	32	97	88	89	55	80
Cc1cc(C)c(C#N)c(OCc2ccc(Cl)cc2)n1	49	92	57	113	89	32	87	88
CCCCCCCSc1nnc(-c2c(C)nc3ccc(Cl)cn23)o1	84	97	63	80	95	83	79	73
CN1CCC(OC(c2ccccc2)c2ccccc2)CC1	77	106&86	87&54	107	93&93	102&86	102&89	109&85
CS(=O)(=O)c1ccc(C(=O)N2N=C(c3ccccc3)CC2c2ccc(Cl)cc2)cc1 (configuration not stated)	82	98	68	109	99	106	106	96
CCOC(=O)c1c(-c2cc(OC)c(OC)c(OC)c2)csc1N	68	112	76	93	105	101	93	99
O=C(O)c1cc(F)ccc1O	.	93	89	80	106	112	150	117
CCCC(C(=O)OC(C)CN1C(C)CCC1C)C1CCCC1 (configuration not stated)	101	105	91	99	96	95	110	103
O=C(CSC(=S)N1CCN(c2ccccc2)CC1)Nc1nc2ccccc2s1	71	109	60	114	94	116	118	97
CC1(C)CC[C@]2(C(=O)N3CCOCC3)CC[C@]3(C)C(=CC[C@@H]4[C@@]5(C)C/C(=C/c6ccco6)C(=O)C(C)(C)[C@@H]5CC[C@]43C)[C@@H]2C1	37	80	50	76	86	69	-3.2*	82
CCOC(=O)CCc1c(C(=O)OCC)[nH]c2cccc(C(=O)OCC)c12	70	79	57	93	88	51	96	79
CCCCS(=O)(=O)c1ccc(Cl)c2ccccc12	102	100	60	97	81	90	87	90
COc1cc(C2C(C(=O)OC/C=C/c3ccc4c(c3)OCO4)C(c3cc(OC)c(OC)c(OC)c3)C2C(=O)OC/C=C/c2ccc3c(c2)OCO3)cc(OC)c1OC (configuration not stated)	116	109	83	103	90	.	112	105
O=Cc1c(N2CCC[N+]3(CC2)CC[N+]2(CCCNCC2)CC3)nc(-c2ccccc2)nc1N1CCC[N+]2(CC1)CC[N+]1(CCCNCC1)CC2 (configuration not stated)	68	45	96	85	62	111	101	56
Fc1cccc(CSc2ncnc3c2ncn3C2CCCCO2)c1 (configuration not stated)	84	87	101	109	99	.	102	102
OC(CBr)C(O)C(O)C(O)CBr (configuration not stated)	99	111	87	102	102	119	94	115
CC(=O)N1N=C(c2ccc(C(F)(F)F)cc2)CC1c1ccc2c(c1)OCO2 (configuration not stated)	71	87	56	100	84	103	107	96
CCC(C)C1CCC(O)CC1C (configuration not stated)	103	100	86	92	107	97	109	109
O=C1Nc2ccc(Br)cc2C1=Nc1ccc(O)cc1	84	113	81	164	100	106	109	98
O=C(COc1ccc(-c2nc3cc(Cl)c(Cl)cc3[nH]2)cc1)N=Nc1c(O)[nH]c2ccc(Cl)cc12	76	69	94	91	74	91	78	72
COc1cc(-c2nc(-c3ccccc3)[nH]c2-c2ccnc(NCCCNS(=O)(=O)c3cccc(F)c3)n2)ccc1F	106	98	89	137	94	69	92	89

Profiles as entered above. Values in the order: CAKI-1, 786-0, UO-31, TK-10, SN12C, A498, RXF 393, ACHN
`COc1cc(C2C(C(=O)OC/C=C/c3ccc4c(c3)OCO4)C(c3cc(OC)c(OC)c(OC)c3)C2C(=O)OC/C=C/c2ccc3c(c2)OCO3)cc(OC)c1OC` (configuration not stated) as listed: 116, 109, 83, 103, 90, ., 112, 105
`CCNC(CCCC1CCCCC1)C(=O)O` (configuration not stated) as listed: 93, 99, 96, 95, 98, 102, 104, 104
`O=C(O)c1cc(F)ccc1O` as listed: ., 93, 89, 80, 106, 112, 150, 117
`O=C(Nc1ncc(Cc2ccccc2)s1)C1CCCCC1` as listed: 90, 101, 79, 98, 97, 103, 109, 107
`COc1ccc(-c2nc(N)ncc2Oc2ccccc2OC)c(O)c1` as listed: ., 37, 46, 56, 49, 34, ., 44

The listing continues.
Structure	CAKI-1	786-0	UO-31	TK-10	SN12C	A498	RXF 393	ACHN
COc1ccccc1NC(=O)C1CCC(=O)N1c1ccc(C)cc1 (configuration not stated)	90	100	89	93	95	80	97	93
O=[N+]([O-])c1cccc(-c2nc3sccn3c2-c2ccnc(NCCCNS(=O)(=O)c3ccc(C(F)(F)F)cc3)n2)c1	21	52	13	74	35	25	56	23
CN(C)c1nn2c(-c3ccccc3)nnc2o1	106	108	108	103	113	93	112	101
N#CC(=C(c1ccccc1)c1ccccc1)c1ccccc1	84	89	60	97	89	106	101	95
Oc1c(Cl)cc(Cl)cc1/C=N/Nc1nnc(N/N=C/c2cc(Cl)cc(Cl)c2O)c2ccccc12	-35*	-22*	0.7*	38	20	-3.0*	-16*	7.5*
CC(C)Cc1nnc(N)s1	107	108	92	103	109	.	133	103
CCCCCCCCCCCOC(=O)c1ccc(Cl)cc1	94	99	98	96	99	95	120	105
O=C(Nc1ccc(-c2ccc3c(c2)NC(=O)/C3=C\c2ccc[nH]2)cc1)Nc1cccc(Cl)c1	-15*	-42*	10	-12*	41	22	-54*	-20*
C(#Cc1ccccc1)c1ccccc1	102	98	88	80	97	96	124	100
CCC1CCC(C)NC1 (configuration not stated)	102	102	94	97	106	66	107	102
CC(NC(=O)c1ccccc1)C(=O)Nc1ccccc1 (configuration not stated)	107	105	95	103	109	103	118	103
COc1ccc(-c2cc(=O)c3ccc4ccccc4c3o2)cc1OC	55	.	46	64	76	78	51	57
COc1ccc([C@H]2c3[nH]c4ccccc4c3C[C@H]3C(=O)N(C4CCN(Cc5c(Cl)cccc5Cl)CC4)CC(=O)N23)c(OC)c1	73	101	54	110	91	128	.	87
Cc1cccc2cc(-c3cc(-c4ccccc4)nc(=O)[nH]3)c(Cl)nc12	87	92	.	110	84	95	88	92
CC/C(Cc1ccccc1)=C(\c1ccc(OCCN2CCCCCC2)cc1)c1ccc(OC(=O)NCc2ccccc2)cc1	94	58	59	92	66	83	77	95
O=C(CN1C(=O)S/C(=C\c2ccccc2)C1=O)Nc1ncc(Cc2ccccc2)s1	83	103	74	98	91	94	87	92
Cc1ccc(Cl)cc1Nc1nc(C(F)(F)F)ccc1C(=O)NO	.	92	87	119	92	98	112	100
NCCNc1ccc([N+](=O)[O-])cc1	113	99	87	96	103	106	123	108
COc1cc(NCCCC2CCCCN2)c2ncccc2c1OC (configuration not stated)	109	102	79	134	86	111	118	91
O=C(NC1CCCCC1)C1=NCCCCN1	97	102	89	108	102	105	105	107
CCCCc1ccc(-c2nc3c(c(C)nc4c3nnn4-c3ccc(OC)cc3)c(=O)o2)cc1	92	103	84	109	100	82	111	105
COc1ccc(-c2n/c(=C\c3c(O)[nH]c4ccc(Cl)cc34)cc3c2=Nc2ccccc2-3)cc1	81	91	71	109	95	99	80	96
COc1cccc(-c2nn(-c3ccccc3)cc2-c2ccnc(NCCNC(=O)c3ccccc3)c2)c1	68	54	50	90	71	47	80	74
COc1ccc(/C(C)=C(\c2ccc(O)cc2)c2ccc(OCCN3CCCCCC3)cc2)cc1	92	105	86	108	94	93	133	100
CCCS(=O)(=O)Oc1ccc(-c2cn3ccsc3n2)cc1	91	100	90	98	90	95	108	105
O=C(OCc1ccc2cccc(O)c2n1)c1cc2ccccc2[nH]1	79	104	74	130	92	113	117	98
NN(c1ccccc1)c1ccccc1	94	95	64	108	93	69	93	48
O=c1[nH][n+](-c2no[n+]([O-])c2-c2ccc(Cl)cc2)no1	78	101	85	130	97	.	97	103
O=C1CC(c2ccccc2)CC2=C1C(c1c[nH]c3ccc(Br)cc13)Cc1cc(Br)ccc1N2 (configuration not stated)	33	74	44	96	49	50	80	44
CN1C(=O)OC(C)(C)C1=O	97&100	117&101	95&86	105&99	114&105	121&122	129&118	104&101
COc1cc(N/C(N)=N\C(N)=NC(C)C)cc(OC)c1OC	99	121	81	122	110	84	124	101
CCC(=O)Oc1cc(/C=C/C(=O)O[C@H]2C[C@H]3CN4CCc5c([nH]c6cc(OC)ccc56)[C@@H]4C[C@@H]3[C@@H](C(=O)OC)[C@@H]2OC)ccc1OC	46	70	41	75	56	5.2*	58	46
O=C(CN1CCN(c2cccc(Cl)c2)CC1)N1CCN(c2nnc(-c3ccc(Cl)cc3)c(-c3ccc(Cl)cc3)n2)CC1	105	91	.	90	76	63	.	65
COc1ccc(C2NC(=O)NC(C)=C2C(=O)c2cnccn2)c(OC)c1 (configuration not stated)	97	102	77	140	99	.	103	98
COc1cc2cc(NC(=O)c3ccc(Cl)cc3)nc(C)c2cc1OC	94	85	87	96	91	.	117	109

Screening results deposited in PubChem by NCI.
